# Compound activity (PubChem)
# Abeta yeast res – compounds reversing amyloid beta toxicity in yeast. yeast expressing A-beta42, growth rescue, OD600, 48 h; response scale: 0% DMSO, 100% iron-clioquinol control. Potency, µM (series often up to 46.1 µM), inactives show at the top dose growth rescue, actives largely listed as activators. 410,000 compounds, 0.063% hits; further: potency means the concentration at half of the fitted maximal effect; nearly all actives have a fitted effect of over 55% in size
#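 Yeast A-beta toxicity model in growth medium with pinned compounds, 48 h at 30 C; growth read as absorbance at 600 nm. Normalized to FeCl3/clioquinol equimolar mix (positive) and DMSO (negative).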
# EPAC2 antagonist – blocks human EPAC2 exchange factor; Q8WZA2; EPAC2 GEF exchange of Rap1B-BODIPY-GDP, fluorescence; Potency, µM (series often up to 114 µM), without a hit: at the top dose activity, negative = inhibition, most hits filed as inhibitors; 360,000 compounds, 0.18% hits; further: potency means the concentration at half of the fitted maximal effect; on the % scale 0 is the no-effect control and ±100 the full control effect; nearly all actives have a fitted effect of over 45% in size; many of its hits are not listed in these tables
# Target sequence (Q8WZA2 whole entry, looked up): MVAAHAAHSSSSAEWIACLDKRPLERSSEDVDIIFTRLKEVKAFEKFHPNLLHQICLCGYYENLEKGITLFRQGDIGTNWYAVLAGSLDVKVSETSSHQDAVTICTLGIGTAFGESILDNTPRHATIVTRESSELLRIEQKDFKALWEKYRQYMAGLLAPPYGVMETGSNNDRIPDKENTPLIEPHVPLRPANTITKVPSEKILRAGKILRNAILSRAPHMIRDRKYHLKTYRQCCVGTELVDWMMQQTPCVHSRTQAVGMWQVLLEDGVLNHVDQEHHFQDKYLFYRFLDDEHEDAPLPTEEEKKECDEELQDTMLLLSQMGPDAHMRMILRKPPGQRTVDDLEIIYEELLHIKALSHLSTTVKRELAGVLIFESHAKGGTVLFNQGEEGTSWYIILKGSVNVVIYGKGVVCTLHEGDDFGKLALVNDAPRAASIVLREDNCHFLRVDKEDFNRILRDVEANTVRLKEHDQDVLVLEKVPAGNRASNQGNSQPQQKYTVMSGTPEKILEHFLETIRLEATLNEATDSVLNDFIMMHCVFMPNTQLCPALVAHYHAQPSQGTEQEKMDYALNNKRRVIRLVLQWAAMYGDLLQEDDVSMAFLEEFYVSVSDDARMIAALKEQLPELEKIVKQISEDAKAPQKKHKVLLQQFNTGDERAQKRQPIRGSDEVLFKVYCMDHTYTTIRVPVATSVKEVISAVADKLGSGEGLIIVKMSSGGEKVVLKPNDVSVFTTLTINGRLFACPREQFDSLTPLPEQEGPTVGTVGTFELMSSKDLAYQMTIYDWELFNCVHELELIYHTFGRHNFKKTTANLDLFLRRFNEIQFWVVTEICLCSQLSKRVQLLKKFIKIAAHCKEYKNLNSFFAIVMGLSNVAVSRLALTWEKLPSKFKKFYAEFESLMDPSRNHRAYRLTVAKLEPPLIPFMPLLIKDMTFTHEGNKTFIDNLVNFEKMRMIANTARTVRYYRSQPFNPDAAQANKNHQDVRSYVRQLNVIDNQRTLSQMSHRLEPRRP
# aSyn rescue – rescues yeast growth from alpha-synuclein toxicity; Yeast expressing alpha-synuclein, growth rescue, BacTiter-Glo, 24 h; Potency, µM (series often up to 46.1 µM), inactives show at the highest dose growth rescue (activation), most hits filed as activators; 370,000 compounds, 0.14% hits; further: potency means the concentration at half of the fitted maximal effect; % of control where 0% means no effect; nearly all actives have a fitted effect of over 65% in size
#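 Readout is rescue of growth in alpha-synuclein-expressing yeast, so inhibitors of toxicity appear as activators. Growth after 24 hr at 30 deg C in galactose medium is quantified by luminescence.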
# EPAC2 agonist – EPAC2 (human) agonism. Q8WZA2. EPAC2 activation, biochemical qHTS; response scale: 100% = 6.5 mM cAMP response. Potency, µM (series often up to 154 µM), inactives show top-dose activation, most hits filed as activators. 360,000 compounds, 0.079% hits; further: potency means the concentration at half of the fitted maximal effect; nearly all actives have a fitted effect of over 50% in size
#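 In this primary screen, activation is scored as increased exchange of BODIPY-GDP from Rap1B by 100 nM EPAC2, with 50 uM GDP as competitor. Signal is normalized to the 6.5 mM cAMP agonist control.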
# DRD3 agonist – activates the human D3 dopamine receptor | AID 652048 | P35462 | max activation, % | 410,000 compounds, 0.58% hits | D3R DiscoveRx beta-arrestin cells, luminescence, 90 min; in the data active means max activation above about 30%; further: 0% is about no effect; mostly tested at two doses, the higher about 12 µM
#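 Cells at 1500/well, incubated overnight, then treated with pinned compounds (dopamine as control) for 90 min at 37 degrees C. DiscoveRx reagent added for 30 - 60 minutes at room temperature; luminescence read.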
# TDP-43 yeast inh – inhibitors of TDP-43 toxicity in yeast | TDP-43 expressing yeast growth rescue, BacTiter-Glo, 24 h | Potency, µM (top dose mostly 46.1 µM), for inactives: top-dose growth rescue (activation), usual class: activators | 410,000 compounds, 1.8% hits; further: potency means the concentration at half of the fitted maximal effect; % of control where 0% means no effect; nearly all actives have a fitted effect of over 50% in size
#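 Cell-based yeast growth screen: TDP-43 expression induced in galactose, inoculum OD600=0.02 after raffinose pregrowth to mid-log. Read-out BacTiter-Glo luminescence at 24 hr, 30 deg C; inhibition of toxicity seen as signal increase.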
# FUS suppressor – FUS proteinopathy suppression in yeast | 390,000 compounds, 0.24% hits | S. cerevisiae FUS-expressing, growth rescue, OD600, 24 h | Potency, µM (top dose mostly 76.6 µM), for the others: at the top dose growth rescue (activation), hits mostly activators;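 further: potency means the concentration at half of the fitted maximal effect; plate controls were DMSO vehicle for no effect and reference control for full effect; nearly all actives have a fitted effect of over 55% in size; some results filed as inactive show a strong effect at the top dose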
#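 Galactose (2%) drives FUS expression in yeast precultured in raffinose; seeding density OD 0.005. Test compounds incubated 24hr at 30C and 99% humidity before absorbance at 600 nm was measured.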
# D3 antag – antagonists of human D3 dopamine receptor; P35462; D3R cells, DiscoveRx beta-arrestin luminescence, antagonist mode; hits give low values; max response, negative = inhibition, %; 360,000 compounds, 2.5% hits; AID 652054; in the data active means max response below about -50%; inconclusive means no clear call, values can overlap the other calls; further: on the % scale 0 is the no-effect control and ±100 the full control effect; mostly tested at two doses, the higher about 12 µM
#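 Cells expressing the human receptor were seeded at 1500 cells/well, incubated overnight at 37 degrees C in 5% CO2, then exposed to library compounds with dopamine controls for 90 minutes at 37 degrees C before luminescent detection.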
# Starred values were filed as active, the others as inactive; u = inconclusive; x = no result given; & = joins results of further samples; [ ] = another dose, or the depositor's remark. Unless noted, the call rests on the fitted dose curve; in most records, active means well fitted curve in the direction sought with a large enough effect; inconclusive means small, poorly fitted or top-dose-only effect, or another doubt; inactive means no such curve, though single readings can be large; an effect the other way counts as inactive or inconclusive. An excerpt; rates above refer to the full screens.
no. | structure | Abeta yeast res | EPAC2 antagonist | aSyn rescue | EPAC2 agonist | DRD3 agonist | TDP-43 yeast inh | FUS suppressor | D3 antag
1 | COc1ccc(OC)c(N(CC(N)=O)S(=O)(=O)c2ccc(OC)c(OC)c2)c1 | 17% | 2% | 5% | 4% | -9 | -14% | 17% | 11
2 | C/C(=N\Nc1cc(C(F)(F)F)ccc1Cl)c1ccccc1O | -13% | -5% | 0% | 9% | -4 | 24% | x | 5
3 | O=[N+]([O-])c1ccc(N/N=C/c2cccc(O)c2)cc1 | -37%[inhibitor] | -29% | -26% | 10% | -10 | -6% | 1% | u
4 | Cc1ccc(NC(=O)CCS(=O)(=O)c2ccc(Br)s2)cc1 | -29% | 9% | 15% | -3% | -18 | 5% | -19% | -9
5 | CCC(C)c1nc2ccsc2c(N2CCOC2=O)c1-c1ccccc1 (stereo unspecified) | -36%[inhibitor] | 4% | -7% | 3% | -27 | -10% | -12% | 15
6 | COc1cccc2[nH]c3c(N4CCc5ccccc5C4)ncnc3c12 | -51%[inhibitor] | 3% | -16% | 6% | -13 | -17% | 14% | 2
7 | Cc1ccccc1-n1c(N)cc(=O)[nH]c1=S | 4% | 0% | 0% | 9% | 5 | 0% | -18% | 8
8 | Cc1ccccc1N(C(=O)c1ccco1)C(C(=O)NC1CCCC1)c1cccnc1 (stereo unspecified) | 2% | 14% | 1% | 7% | -5 | -11% | 9% | 3
9 | CCOC(=O)CSc1ncc(OC)c(Sc2ccc(Cl)cc2)n1 | 11% | -19% | u | 0% | 5 | 0% | u | 19
10 | Cc1cc(N)n(-c2cc(C)c3ccccc3n2)n1 | -16% | 4% | 0% | 4% | -16 | -18%[0.397 µM] | 8% | 16
11 | CC1CCCCN1Cc1nc2ccccc2c(=O)[nH]1 (stereo unspecified) | 14% | -10% | -3% | 0% | -12 | -11% | -4% | 0
12 | COc1ccccc1C(=O)NNC(=O)C12CC3CC(CC(C3)C1)C2 | -27% | 8% | 1% | 11% | -2 | 1% | 9% | 2
13 | CC(c1ccccc1)N1CC(C(=O)N2CCCC(C(N)=O)C2)CC1=O (stereo unspecified) | -15% | 16% | 2% | 6% | 2 | 10% | -6% | 5
14 | CCSc1oc(-c2ccco2)nc1S(=O)(=O)c1ccccc1 | -1% | 7% | 0% | 18% | 1 | 13% | 5% | 8
15 | O=C(OCC(=O)N1CCCCCC1)c1ccc([N+](=O)[O-])cc1Cl | 20% | -3% | u | 5% | 8 | 18% | -30% | 7

# Further compounds
no. | structure | Abeta yeast res | EPAC2 antagonist | aSyn rescue | EPAC2 agonist | DRD3 agonist | TDP-43 yeast inh | FUS suppressor | D3 antag
16 | CCCCCNC(=O)C1CC=CCC1C(=O)O (stereo unspecified) | 0% | 1% | -1% | -1% | 9 | 8% | -12% | 2
17 | COc1cc(OC)cc(C(=O)NCC2CCCN(Cc3ccc(SC)cc3)C2)c1 (stereo unspecified) | 6% | -3% | -7% | 7% | -18 | -1% | 20% | u
18 | O=C1c2ccccc2C(=O)C1c1ccc(Cl)cc1 | 6% | 3% | 1% | -1% | -16&4 | -14% | x | -1
19 | CCN(CC)c1ccc(C(=O)N/N=C/c2ccc(N3CCOCC3)cc2)cc1 | -1% | -5% | 0% | -12% | 2 | -12% | -1% | 6
20 | CC1CCCCC1N=CC1=C(O)CC(C)(C)CC1=O (stereo unspecified) | -20% | 3% | -3% | -15% | 1 | -11% | -21% | -5
21 | COC(=O)C(Cc1c[nH]c2ccccc12)NC(=O)C(C)C (stereo unspecified) | -1% | 5% | 1% | -4% | 1 | -4% | 23% | 3
22 | CCC(=O)Nc1c(S(=O)(=O)c2ccc(C)cc2)c2nc3ccccc3nc2n1C(C)c1ccccc1 (stereo unspecified) | 18% | -3% | 0% | -2% | 6 | 12% | 9% | 8
23 | CCOc1ccc(C2CC(c3ccc(OC)c(OC)c3)n3nc(N)nc3N2)cc1 (stereo unspecified) | -14% | -8% | -4% | 7% | -8 | -7% | 0% | 0
24 | COc1ccc(CCNC(=O)c2cccs2)cc1 | 1% | -1% | -9% | 0% | 4 | u | 15% | -2
25 | COc1cc(OC)c(NC(=O)c2cn(C)c(=O)c3cc(OC)c(OC)cc23)cc1Cl | 6% | x | x | x | 3 | 25% | -19% | x
26 | N#C/C(=C\c1ccc(OCc2ccccc2)cc1)C(=O)Nc1ccc(C(=O)O)cc1 | 12% | -4% | -1% | 10% | -21 | -17% | 14% | -12
27 | CCOC(=O)c1ccc(NC(=S)N2CCN(c3ccccn3)CC2)cc1 | 4% | 1% | 7% | -3% | 1 | 12% | -8% | 4
28 | CC12CCC3c4ccccc4CCC3(CO1)C2 (stereo unspecified) | -13% | -10% | -7% | 6% | -2 | 0% | -9% | 2
29 | N/C(=N\OC(=O)/C=C/c1ccccc1)c1ccc(Br)cc1 | -11% | 2% | -12% | 14% | -12 | 9% | -11% | 1
30 | COc1cccc(F)c1C(=O)NC(=O)Nc1ccc2nc(C)oc2c1 | 7% | 8% | -4% | 17% | 9 | 0% | 18% | 7

# (list continues)
no. | structure | Abeta yeast res | EPAC2 antagonist | aSyn rescue | EPAC2 agonist | DRD3 agonist | TDP-43 yeast inh | FUS suppressor | D3 antag
31 | CC(C)c1ccc(OCC(=O)NC2CCCC2)cc1 | 5% | 0% | 6% | 3% | 1 | 0% | 19% | 18
32 | Cc1nn(-c2ccccc2)c(C)c1NC(=O)COC(=O)[C@@H](NC(=O)c1ccccc1)C(C)C | 7% | -4% | -2% | u | -14 | -12% | 19% | 0
33 | CCCn1c2ccccc2c2cnn(CC(=O)NCCCN(CC)c3ccccc3)c(=O)c21 | 4% | x | x | x | -13 | 17% | 22% | x
34 | Cc1ccc(NS(=O)(=O)c2ccc(-c3cc(C)no3)cc2)c(C)c1 | 8% | x | x | x | 9 | u | 33% | x
35 | C[C@H]1CN=C2N(CCNC(=O)CCC3CCCCC3)[C@H](Cc3ccc(O)cc3)CN21 | -12% | 10% | 1% | 7% | -43 | -8% | -12% | -3
36 | CSc1nnc(NC(=O)c2nc(S(=O)(=O)Cc3ccc(C)cc3)ncc2Cl)s1 | -30% | -7% | 14% | 8% | -23 | 11µM* | u | -83*
37 | CCOc1ccc(C2CC(=O)Nc3cc4c(cc32)OCO4)cc1OC (stereo unspecified) | 5% | x | x | x | 4 | 10% | -18% | x
38 | CCOC(=O)/C(C#N)=C/c1c(N2CCN(Cc3ccc4c(c3)OCO4)CC2)nc2c(C)cccn2c1=O | 22% | 1% | 8% | 10% | -11 | -7% | -13% | 12
39 | COc1ccccc1CNC(=O)CCS(=O)(=O)c1ccc2c(c1)CCCN2C(C)=O | -9% | 0% | -4% | 6% | 2 | -11% | 9% | 27
40 | COc1cc(C(=O)Nc2ccc(N3CCN(C(=O)c4ccc(C)cc4)CC3)cc2)cc(OC)c1OC | -6% | 1% | 7% | -6% | 11 | 18% | u | 15
41 | O=C(Nc1nccs1)c1ccc2sc([C@H]3C[C@H](O)[C@@H](CO)O3)nc2c1 | 8% | 3% | u | 2% | 6 | 23% | 14% | 12
42 | CCOc1ccc(C(=O)Cc2cc(OC)c(OC)cc2[N+](=O)[O-])cc1 | 3% | 6% | 0% | -22% | 5 | -24% | -15% | 9
43 | Cc1cc(SCc2ccccc2)nc(=O)[nH]1 | 2% | 3% | -12% | 1% | 0 | 2% | 4% | 9
44 | CN(CC(=O)NCCCN1CCOCC1)S(=O)(=O)c1ccc(Cl)cc1 | 8% | 0% | 4% | 5% | 0 | 21% | x | 21
45 | COC(=O)c1c(NC(=O)CCCC(=O)O)sc(C)c1C | 15% | 0% | 16% | 8% | 5 | 20% | 6% | 3

# Other results
entry	Molecule	Abeta yeast res	EPAC2 antagonist	aSyn rescue	EPAC2 agonist	DRD3 agonist	TDP-43 yeast inh	FUS suppressor	D3 antag
46	O=c1c([N+](=O)[O-])cccn1Cc1cccc(Br)c1	-19%	-1%	5%	8%	5	5%	27%	0
47	CC(=O)NC(c1ccc(C)cc1)c1cc([N+](=O)[O-])c2cccnc2c1O (stereo unspecified)	7%	-9%	3%	-13%	-11	29%	u	u
48	COc1cccc(/C=C2\SC(=N)N(c3ccc(F)cc3)C2=O)c1	-14%	0%	-5%	-9%	-6	-8%	1%	3
49	O=c1cc(OCc2ccccc2)cc[nH]1	-3%	4%	1%[1.84 µM]	8%	4	14%	-11%	8
50	Cn1c(CN2CCCC2)nc2cc(NC(=O)C3CCCCC3)ccc21	10%	-5%	5%	2%	-1	-9%	7%	-14
51	C=CCNC(=O)CN1CCC(n2c(C)nc3cc(C(F)(F)F)ccc32)CC1	10%	-1%	4%	-3%	-1	-1%	-5%	-9
52	CCOc1ccc2[nH]c3c(N4CCC5(CC4)OCCO5)ncnc3c2c1	-7%	4%	-5%	5%	18	-11%	18%	12
53	CC(=O)Nc1ccccc1NC(=O)C/C(C)=N/NC(=O)Cc1cccc2ccccc12	-20%	4%	-4%	1%	-8	-6%	-3%	1
54	O=c1cc(SCc2ccc(Cl)cc2Cl)nc[nH]1	11%	2%	10%	-3%	6	25%	x	11
55	Cc1ccc(C(=O)N2CCN(C3CCCCC3)CC2)s1	-1%	14%	-22%	4%	-31	0%	37%	-30
56	O=C(Nc1ccc(F)cc1)c1ccc(=O)[nH]n1	-20%	0%	9%	12%	9	-6%	8%	-17
